Bioassay records (PubChem BioAssay)
Integrin act MD: activators of alpha7 integrin expression for muscular dystrophy. alpha7betagal myoblasts, beta-gal FDG fluorescence, 48 h. Potency, µM (titrated, usually from 38.3 µM), for the others: at the top dose activation, most hits filed as activators. hit rate 0.064% among 350,000;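 note: potency is the fitted concentration of half-maximal effect; 100% = response of the positive control SU9516; nearly all actives have a fitted effect of over 60% in size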
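Alpha7betagal+/- myoblasts (passage 13) were plated 16-24 hr, then exposed to compounds (1:260 dilution of DMSO stock) for 48 hours at 37C. After MPER lysis, β-galactosidase reporter activity was read as FDG fluorescence (ex 480/em 540) after 30 minutes.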
Chronic BCR inh: blocks chronic active B-cell receptor signaling. AID 493014. hit rate 0.05% among 340,000. Potency, µM (doses to about 46.1 µM), inactives show at the top dose ratio change, negative = lower green/red ratio, hits mostly inhibitors. ABC-DLBCL IkBa-CBG/CBR reporter, luminescence ratio, 4 h; active = well fitted inhibition curve with a large enough effect in the signal ratio, with a control signal flat, not every such curve was filed as active; inconclusive = small, poorly fitted or top-dose-only effect, or effect the other way, or a change in a side signal; the % refers to the signal ratio;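 note: potency is the fitted concentration of half-maximal effect; plate controls were basal doxycycline-induced cells for no effect and cells given 10 µM MG132 for full effect; MG132 reads +100%, hits lower the ratio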
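TMD8 ABC-DLBCL cells carrying doxycycline-inducible green luciferase fused to IkappaBalpha plus unfused red luciferase were exposed to compounds (up to 46 uM) for 4 hrs at 37C. Activity came from the overlap-corrected green/red luminescence ratio.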
Eya2 phos inh: inhibitors of human Eya2 phosphatase activity; O00167; recombinant Eya2, OMFP fluorescence dephosphorylation (OMFP is methylfluorescein phosphate); Potency, µM (top dose mostly 76.9 µM), for the others: at the highest dose activity, negative = inhibition, hits mostly inhibitors; hit rate 0.006% among 330,000; AID 488837; note: potency is the fitted concentration of half-maximal effect; % is set by controls: 0 for no effect and ±100 for the full control effect
Target sequence (O00167 whole entry, looked up): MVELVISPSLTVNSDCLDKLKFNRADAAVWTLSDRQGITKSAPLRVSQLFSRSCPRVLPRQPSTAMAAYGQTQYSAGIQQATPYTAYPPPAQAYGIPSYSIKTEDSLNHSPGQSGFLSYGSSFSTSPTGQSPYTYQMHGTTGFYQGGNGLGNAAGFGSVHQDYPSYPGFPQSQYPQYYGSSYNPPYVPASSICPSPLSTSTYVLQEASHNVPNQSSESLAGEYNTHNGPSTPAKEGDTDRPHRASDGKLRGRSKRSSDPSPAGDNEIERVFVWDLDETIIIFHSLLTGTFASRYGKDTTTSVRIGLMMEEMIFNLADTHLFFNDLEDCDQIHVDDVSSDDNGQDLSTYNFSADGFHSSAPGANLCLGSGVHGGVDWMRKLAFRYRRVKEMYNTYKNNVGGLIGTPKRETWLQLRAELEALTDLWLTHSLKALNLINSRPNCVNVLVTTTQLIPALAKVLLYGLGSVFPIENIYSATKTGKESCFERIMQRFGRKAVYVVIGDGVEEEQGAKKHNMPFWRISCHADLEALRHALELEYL
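Eya2 (0.2 uM) preincubated 10 min at ambient with compound, then OMFP substrate added at 50 uM; 10 min reaction in 50 mM HEPES pH 7.5, 50 mM NaCl, 5 uM MgCl2, 0.05% BSA, 1 mM DTT. Fluorescence read at Ex 485/Em 525 nm.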
TSHR antag: blocks TSH signaling through the human TSH receptor; activity change, negative = inhibition, % at 11.5 µM; hit rate 0.2% among 330,000; P16473; TSHR-expressing cells, TSH-stimulated cAMP HTRF, 2 h; hits give low values; AID 504810;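 active = activity change below a set negative limit, meaning inhibition stronger than a set level, cut at about -70% in these data; inconclusive = activity change between two set negative limits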; note: % is set by controls: 0 for no effect and ±100 for the full control effect
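Cell-based HTRF cAMP assay; TSHR cells + compound, TSH EC80 (4nM final), 2 h, 37 deg C. Lysis with anti-cAMP cryptate and cAMP-d2, 30 min RT, read 665/620 nm.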
TCR act: T cell receptor activation; primary human leukocytes, anti-CD3, IL-2 HTRF, 48 h; Potency, µM (top dose mostly 9.22 µM), inactives show top-dose activation of IL-2 secretion, actives largely listed as activators; AID 504894; 330,000 tested, under 10 active; note: % of control where 0% means no effect
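Compounds are tested in HTS on primary human leukocytes co-incubated with a-CD3 beads for 48 hr. IL-2 output is measured by time-resolved FRET.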
Mito fusion yeast: inhibitors of mitochondrial division or activators of mitochondrial fusion; S. cerevisiae fusion-defective mutant growth rescue, CellTiterGlo 48 h; Potency, µM (top dose mostly 46.1 µM), inactives show top-dose growth rescue (activation), most hits filed as activators; hit rate 0.23% among 320,000; AID 485298;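 note: potency is the fitted concentration of half-maximal effect; % of control where 0% means no effect; nearly all actives have a fitted effect of over 45% in size; temperature-sensitive fusion mutants such as fzo1-1 at 37 °C on non-fermentable ethanol glycerol medium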
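Luminescent cell viability in 1536-well qHTS format served as the measure of rescued growth in ts fusion-mutant S. cerevisiae cultured on non-fermentable YPEG for 48 hours at 37C.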
TSG101-PTAP inh: blocks PTAP/TSG101 interaction to inhibit HIV-1 budding. Q99816. Fluorescence polarization, FITC-PTAP peptide / Tsg101 binding. Potency, µM (top dose mostly 115 µM), inactives show at the highest dose activity change, negative = inhibition, most hits filed as inhibitors. 340,000 tested, under 10 active. AID 493005; active = well fitted inhibition curve with a large enough effect in the main read-out, with a control signal flat, not every such curve was filed as active; inconclusive = small, poorly fitted or top-dose-only effect, or effect the other way, or a change in a side signal; inactive = no such curve, though single readings can be large or run the other way; note: potency is the fitted concentration of half-maximal effect; % of control where 0% means no effect
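Fluorescence anisotropy tracks displacement of a FITC-tagged PTAP peptide (50 nM) from the Tsg101 binding domain (10 uM), following a 20 min room-temperature incubation at pH 7.5.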
A-T KAP1 phos: potential ataxia-telangiectasia treatments restoring KAP-1 phosphorylation | AID 485349 | hit rate 0.19% among 320,000 | […] A-T fibroblasts, KAP-1 phosphorylation AlphaLISA; neocarzinostatin DNA damage 30 min before lysis | Potency, µM (series often up to 57.5 µM), for the others: at the highest dose activation, actives largely listed as activators; note: potency is the fitted concentration of half-maximal effect; % of control where 0% means no effect; nearly all actives have a fitted effect of over 45% in size
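ATM-like activity read as KAP-1 phosphorylation via AlphaLISA donor/acceptor antibody pairs after lysis and 6 hr at 25C. Cells were ATM-null patient fibroblasts ([…], hTERT), dosed 60 min, then exposed to the DSB inducer NCS for 30 min.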
ASM inhibitor: blocks human secretory acid sphingomyelinase; P17405; placental ASM, HMU-PC fluorogenic substrate, 60 min; Potency, µM (doses to about 57.5 µM), for inactives: at the highest dose activity change, negative = inhibition, actives largely listed as inhibitors; hit rate 0.006% among 340,000; AID 504937; note: potency is the fitted concentration of half-maximal effect
Target sequence (P17405 47-631 limits assumed): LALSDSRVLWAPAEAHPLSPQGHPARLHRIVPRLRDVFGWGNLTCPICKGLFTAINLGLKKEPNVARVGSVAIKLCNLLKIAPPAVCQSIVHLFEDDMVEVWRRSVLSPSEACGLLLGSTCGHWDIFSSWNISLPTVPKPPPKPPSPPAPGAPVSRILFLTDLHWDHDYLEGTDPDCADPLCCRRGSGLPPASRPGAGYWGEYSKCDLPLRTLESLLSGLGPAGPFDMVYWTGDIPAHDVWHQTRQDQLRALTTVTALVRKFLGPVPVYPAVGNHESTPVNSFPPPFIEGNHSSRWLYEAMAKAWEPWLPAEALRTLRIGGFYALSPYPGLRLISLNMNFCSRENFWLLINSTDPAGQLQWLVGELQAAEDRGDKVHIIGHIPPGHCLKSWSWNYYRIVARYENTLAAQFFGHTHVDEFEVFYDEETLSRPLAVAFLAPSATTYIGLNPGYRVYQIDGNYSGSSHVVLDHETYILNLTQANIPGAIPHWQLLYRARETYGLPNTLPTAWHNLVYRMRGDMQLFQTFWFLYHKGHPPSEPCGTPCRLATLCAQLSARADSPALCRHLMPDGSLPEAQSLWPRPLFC
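Fluorescence read-out (Ex 386 nm, Em 447 nm) after stopping the reaction at pH 10. Enzyme: ASM from human placenta; substrate HMU-PC0, 9 uM final; 60 min, 37 °C. Compound preincubation 10 min, ambient temperature.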
ELG1 DNA repair: inhibitors of ELG1-dependent DNA repair in HEK293T cells; HEK293T ELG1-luciferase reporter, luminescence, 16 h; DNA damage induced by 5-fluorouridine; Potency, µM (top dose mostly 46.1 µM), inactives show top-dose activity change, negative = inhibition, most hits filed as inhibitors; hit rate 2.3% among 330,000; note: potency is the fitted concentration of half-maximal effect; % is set by controls: 0 for no effect and ±100 for the full control effect; nearly all actives have a fitted effect of over 55% in size
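Reporter activity after DNA damage by 5-fluorouridine is monitored. Compound-treated cells incubate 16 hr at 37 °C, then ONE-Glo is added for 30 min before luminescence reading.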
Tb PFK inh: blocks T. brucei phosphofructokinase. O15648. T. brucei PFK, ADP-Glo luminescence. Potency, µM (series often up to 57.5 µM), inactives show at the top dose activity, negative = inhibition, most hits filed as inhibitors. hit rate 0.17% among 330,000;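 note: potency is the fitted concentration of half-maximal effect; 0% = uninhibited 1x PFK enzyme wells and -100% = no-enzyme wells; nearly all actives have a fitted effect of over 60% in size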
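PFK 1.25 nM, F6P 0.5 mM, ATP 0.1 mM, 0.1 M TEA pH 8.0, 5 mM MgCl2, 0.01% Tween20, 0.1% BSA; 45 min RT. ADP-Glo readout. qHTS titration up to 57 uM; curves fitted, compounds curve-classed.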
An asterisk follows results filed as active; ? = inconclusive; . = no result given; [ ] = remark or other dose. Unless noted, calls come from the whole dose curve; as a rule, active = well fitted curve in the direction sought with a large enough effect; inconclusive = small, poorly fitted or top-dose-only effect, or another doubt; inactive = no such curve, though single readings can be large; an effect the other way counts as inactive or inconclusive.

Each structure is followed by: Integrin act MD	Chronic BCR inh	Eya2 phos inh	TSHR antag	TCR act	Mito fusion yeast	TSG101-PTAP inh	A-T KAP1 phos	ASM inhibitor	ELG1 DNA repair	Tb PFK inh
CC1=CC(C)(C)N2C(=O)C3(C(C#N)=C(N)OC4=C3C(=O)CC(C)(C)C4)c3cc(C)cc1c32 (configuration not stated)
  5%	-16%	-15%	2	.	0%	-10%	.	2%	0%	-4%
CCCc1cc(=O)[nH]c(SCC(=O)N2CCC(C)CC2)n1
  19%	6%	5%	-2	0%	-4%	-1%	-3%	-2%	-3%	1%
CSCCC(NC(=O)c1ccco1)C(=O)NCc1ccc(F)cc1 (configuration not stated)
  -7%	?	-3%	0	3%	-3%	-3%	2%	0%	5%	2%
N#Cc1ccc(COC(=O)CSc2nnc(N)s2)cc1
  12%	2%	2%	1	-4%[46.1 µM]	-3%	0%	4%	4%	21%	3%
Cc1cccc(-c2cc3nc(C)cc(NCCCN(C)C)n3n2)c1
  0%	-18%	-15%	2	0%	-6%	-1%	0%	15%	?	-3%
CCOc1cc(/C=C/C(=O)c2ccc(O)cc2)ccc1OCC(=O)N(C)C
  -44%[inhibitor]	?	4%	-5	-5%[46.1 µM]	-1%	-1%	5%	-3%	?	7%
COc1cccc(C(O)Cc2nc3ccccc3n2C)c1OC (configuration not stated)
  -3%	3%	10%	15	5%	-4%	1%	1%	5%	?	-2%
C/C(Cn1nnc([N+](=O)[O-])n1)=N\NC(=O)c1ccc(O)cc1O
  8%	?	-14%	-1	6%[46.1 µM]	-9%	-3%	4%	2%	11%	-2%
Cc1ccc(NC(=O)CN(CCc2ccccc2)S(C)(=O)=O)cc1
  13%	-1%	-12%	1	.	2%	1%	-3%	-2%	-22%	-1%
Cc1c(C)n(C)c2ccc(C(=O)NCCCN3CCN(C)CC3)cc12
  -12%	8%	-5%	-4	-1%	5%	-5%	1%	3%	?	1%
COc1ccc(NC(=O)c2cc(C)no2)cc1OC
  0%	12%	-1%	0	3%	-1%	-2%	-9%	2%	7%	2%
O=C(CSc1nc(=O)n2ccccc2n1)Nc1ccc2c(c1)OCCO2
  -23%	-17%	4%	-5	-3%	-6%	1%	-4%	.	19%	-10%
CCC(=O)Nc1ccc(C(=O)NCc2ccccn2)cc1
  18%	-2%	12%	-12	0%	-4%	-5%	-1%	4%	1%	3%
CC(=O)Nc1ccc(C)cc1NC(C)=O
  16%	2%	-6%	-3	8%	-6%	0%	-8%	0%	6%	1%
CCOC(=O)c1nc2ccccc2nc1C
  5%	0%	-10%	-6	3%[46.1 µM]	-2%	-1%	3%	0%	8%	4%
CCOC(=O)N1CCC(N(CCCOC)C(=O)Nc2cccc(OC)c2)CC1
  -7%	-13%	4%	23	.	0%	-5%	-14%	-1%	-7%	-5%
COC(=O)c1cccc(NC(=O)Nc2ccccc2OC)c1
  2%	0%	-28%	2	0%	-4%	-5%	1%	-2%	?	-1%
COc1cc2cnc(CCO[C@H]3CCCCO3)cc2cc1OC
  24%	?	-17%	11	4%	.	-5%	-4%	-3%	?	1%
COC(=O)C1=C(NC(=O)c2ccc(C)cc2)CCS1
  -24%	3%	18%	-3	-1%	2%	-6%	0%	29%	-8%	2%
CCC(C)(C)NC(=O)C(c1ccncc1)N(Cc1cccs1)C(=O)Cn1nnc2ccccc21 (configuration not stated)
  19%	0%	-6%	7	3%	-8%	3%	-6%	-2%	9%	0%
Cc1ccc(O)c(CC(C)C)n1
  16%	-1%	18%	-11	3%	-2%	0%	11%	4%	1%	-3%
O=c1[nH]c(-c2cccnc2)nc2sc(-c3ccccc3)cc12
  22%	?	-6%	2	-4%	-2%	-4%	2%	.	?	-1%
CCCc1oc(C(=O)O)cc1CN1CCOCC1
  2%	17%	-1%	26	-2%	-1%	-9%	.	1%	?	4%
O=C(Cc1ccc(Cl)cc1)Nc1ccc(NC(=O)c2ccccc2)cc1
  6%	0%	-2%	-3	-2%	2%	-2%	-1%	5%	1%	0%
CSc1ccc(S(=O)(=O)N2CCCC2)cc1
  0%	1%	9%	7	-6%[46.1 µM]	-1%	-2%	5%	3%	-7%	-4%
CN(C)c1cccc(N(C)C)c1CNC(=O)C(C)(C)C
  -29%	9%	-26%	-5	-10%	-1%	0%	2%	2%	-3%	0%
O=C1CSc2ccc(S(=O)(=O)N3CCN(c4ccccc4)CC3)cc2N1
  -10%	?	0%	-1	-2%	4%	-7%	-25%	-9%	-26%	-19%
O=C(COC(=O)c1cc(Cl)nc(Cl)c1)NCCc1ccc(F)cc1
  -7%	3%	-2%	-4	.	.	-4%	-3%	-1%	16%	-6%
O=C(Nc1ccccc1)c1ccc(-c2ccccc2)s1
  ?	?	-1%	-11	-5%	2%	0%	1%	-4%	?	-4%
CCOC(=O)C1=C(O)C(Nc2nccs2)(C(F)(F)F)N=C1C (configuration not stated)
  27%	4%	0%	5	4%	3%	-2%	0%	4%	7%	0%
COc1ccc2[nH]c3c(=O)n(CCCC(=O)NC4CCC(C)CC4)c(=S)[nH]c3c2c1 (configuration not stated)
  ?	-2%	0%	3	12%	-1%	-6%	0%	-1%	?	0%
CC(C)Sc1nc2c([nH]1)c(=N)ncn2Cc1ccccc1
  ?	-4%	-3%	16	5%	-9%	-4%	3%	-3%	6%	-8%
Cc1ccc(-n2nnnc2CCl)cc1
  -25%	-30%	-1%	89	2%	-14%	-4%	10%	1%	-2%	-8%
CC1CSC(N(C(=O)c2ccc(S(C)(=O)=O)cc2)c2ccc(Cl)cc2)=N1 (configuration not stated)
  12%	-2%	-3%	-10	-1%	0%	-4%	5%	0%	0%	-5%
COc1cc(/C=C/C(=O)OCC(=O)Nc2ccc(S(=O)(=O)N3CCCC3)cc2)ccc1O
  -6%	?	0%	2	4%[46.1 µM]	-4%	-1%	-3%	13%	?	4%
CCOc1ccc(NC(=O)CN(C)C(=O)Cc2ccsc2)cc1OCC
  29%	-1%	-6%	2	4%	2%	-6%	-5%	10%	11%	6%
CCn1c(C)c(C(C)=O)c(N2CCN(c3ccc(F)cc3)CC2)nc1=S
  9%	-20%	5%	11	-4%	-2%	-6%	-3%	-4%	0%	0%
CNC(=O)Nc1cc(C(C)(C)C)no1
  -13%	9%	-12%	4	.	3%	3%	-1%	2%	3%	-4%
O=C1CCCC(O)=C1N=Nc1ccc(Cl)c(Cl)c1
  3%	?	3%	-9	-3%	0%	-2%	-1%	-3%	18%	-8%
CN1CCC(N(C)S(=O)(=O)c2ccc(NC(=O)COc3ccc(Br)cc3Cl)cc2)CC1
  -78%[inhibitor]	?	-1%	-1	6%	-8%	-2%	1%	-3%	-7%	-14%
CC(C)C[C@@H](COc1ccccc1)N1CCN(CCc2ccccc2)CCC1=O
  -36%	-6%	-19%	-6	-6%	-1%	-1%	14%	4%	18%	3%
CCC(=O)N1CCc2cc(S(=O)(=O)N3CCCCC3CC)ccc21 (configuration not stated)
  0%	-2%	3%	-3	-4%	-3%	-3%	5%	6%	20%	0%
O=C(CN1CCCCCC1=O)OCc1ncc(-c2ccccc2)o1
  -12%	?	7%	11	6%	-3%	2%	-9%	8%	1%	3%
CC(OC(=O)c1cc(=O)[nH]c2ccccc12)C(=O)NC1CCCC1 (configuration not stated)
  1%	?	-12%	9	0%	-3%	-1%	-1%	35%[activator]	19%	0%
CCc1ccc(C(C)NC(=S)NC2CCCCC2)cc1 (configuration not stated)
  0%	-3%	-2%	-15	-3%	-16%	-5%	0%	0%	-15%	-2%
OC1c2cc(Br)ccc2N=C2CCCN21 (configuration not stated)
  -74%[inhibitor]	?	14%	11	-1%	-2%	-3%	10%	1%	?	4%
O=C(Cc1ccsc1)N1CCN(S(=O)(=O)c2ccccc2F)CC1
  9%	3%	-7%	-20	3%	-2%	-1%	5%	6%	19%	1%
